Assay outcomes as filed in PubChem BioAssay.
CYP2C9 act – CYP2C9 (human) activation; AID 1024; P11712; recombinant CYP2C9, luciferin-H conversion, luminescence; active compounds read high; factor 1 = untreated enzyme, 0 = blocked; activation factor at 5 µM; 96,000 compounds, 1.4% hits;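 active = activation factor of 2 or more for CYP2C9 at a 5 µM dose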;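 also: 0 = sulfaphenazole-blocked wells and 1 = vehicle-only wells; values of inactives mirror those of a sister screen read the other way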
Pyk2 oligo antag – blocks oligomerization of human Pyk2 in cells | Q14289 | Q293 cells, Pyk2 FERM NanoBiT luminescence; active compounds read low | z-score (the deposit names both 25 µM and 10 µM) | 99,000 compounds, 0.83% hits | AID 1347419;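 active = Z-score of -3 or lower, scaled per plate to the spread of control and sample wells; inactive = z-score above -3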;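 also: negative z-score means lost luminescence so less FERM oligomerization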
Mac1 fbg inh – inhibitors of human CD11b/CD18 binding to fibrinogen. P05107+P11215. inhibition, % at 10 µM. K562 CD11b/CD18 adhesion to fibrinogen, ATPlite luminescence; Mn2+ added to activate the integrin. AID 1497. 93,000 compounds, 0.54% hits;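 active = primary inhibition of 50% or more at 10 µM, then 40% or more on retest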; also: some results filed as inactive read as strong as hits
CYP2C19 inh – blocks human cytochrome P450 2C19 | 96,000 compounds, 21% hits | CYP2C19 Supersomes, luciferin-H EGE luminescence, 30 min | inhibition, % at 5 µM | AID 778 | P33261;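 active = CYP2C19 inhibition above a set limit at 5 µM in the primary screen, cut at about 50% in these data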;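 also: plate controls were negative control wells for no effect and 2.5 mM tranylcypromine positive control for full effect; values of inactives mirror those of a sister screen read the other way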
Target sequence (P33261 whole entry, looked up): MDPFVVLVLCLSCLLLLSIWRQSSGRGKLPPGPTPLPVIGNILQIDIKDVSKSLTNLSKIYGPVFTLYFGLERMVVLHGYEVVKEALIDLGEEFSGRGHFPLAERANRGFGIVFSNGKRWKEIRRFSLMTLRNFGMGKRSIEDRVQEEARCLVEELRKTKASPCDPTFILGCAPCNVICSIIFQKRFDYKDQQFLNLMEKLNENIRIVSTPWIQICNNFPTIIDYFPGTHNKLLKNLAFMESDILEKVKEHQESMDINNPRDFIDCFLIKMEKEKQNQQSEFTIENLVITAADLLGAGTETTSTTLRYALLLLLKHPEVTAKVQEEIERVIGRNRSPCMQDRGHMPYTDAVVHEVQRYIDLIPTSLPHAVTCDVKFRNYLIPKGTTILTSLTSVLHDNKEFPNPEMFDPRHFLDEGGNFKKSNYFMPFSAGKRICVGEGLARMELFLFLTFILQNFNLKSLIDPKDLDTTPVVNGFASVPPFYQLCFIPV
MT1-MMP txn act – MT1-MMP promoter transcription activation; HT1080 MT1-MMP promoter luciferase reporter, luminescence, overnight; active compounds read high; 86,000 compounds, 0.16% hits; activation factor at 10 µM;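 active = activation factor of at least 2 for MT1-MMP transcription at 10 µM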
CYP2C19 activ – increases human CYP2C19 enzyme activity | activation factor at 5 µM | P33261 | recombinant CYP2C19, luciferin-H EGE luminescence; active compounds read high; 0 = fully inhibited enzyme, 1 = untreated enzyme | AID 1025 | 96,000 tested, under 10 active;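 active = activation factor of at least 2 at 5 µM in the primary screen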;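 also: 0 = wells with 2.5 mM tranylcypromine and 1 = vehicle-only wells; values of inactives mirror those of a sister screen read the other way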
Mac1 fbg enh – CD11b/CD18-fibrinogen binding enhancement; P05107+P11215; K562 CD11b/CD18 adhesion to fibrinogen, ATPlite luminescence; activation, % at 10 µM; 93,000 compounds, 0.07% hits;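 active = 10 µM primary screen giving 50% or more activity, confirmed by 40% or more on retest at that dose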; also: strong numbers were not always called active; reference of the scale not given here
CYP2C9 inhib – blocks human cytochrome P450 2C9. AID 777. P11712. 96,000 compounds, 20% hits. CYP2C9 Supersomes, luciferin-H conversion, luminescence. inhibition, % at 5 µM;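 active = blocking of liver enzyme CYP2C9 beyond about 50% at 5 µM, limit read from the data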; also: values of inactives mirror those of a sister screen read the other way
PLAP act – activators of human placental alkaline phosphatase; 96,000 compounds, 1.2% hits; purified PLAP enzyme, luminescent substrate read-out; active compounds read high; AID 696; activation fold at 20 µM; P05187; in the data active = activation fold above about 2
Target sequence (P05187 whole entry, looked up): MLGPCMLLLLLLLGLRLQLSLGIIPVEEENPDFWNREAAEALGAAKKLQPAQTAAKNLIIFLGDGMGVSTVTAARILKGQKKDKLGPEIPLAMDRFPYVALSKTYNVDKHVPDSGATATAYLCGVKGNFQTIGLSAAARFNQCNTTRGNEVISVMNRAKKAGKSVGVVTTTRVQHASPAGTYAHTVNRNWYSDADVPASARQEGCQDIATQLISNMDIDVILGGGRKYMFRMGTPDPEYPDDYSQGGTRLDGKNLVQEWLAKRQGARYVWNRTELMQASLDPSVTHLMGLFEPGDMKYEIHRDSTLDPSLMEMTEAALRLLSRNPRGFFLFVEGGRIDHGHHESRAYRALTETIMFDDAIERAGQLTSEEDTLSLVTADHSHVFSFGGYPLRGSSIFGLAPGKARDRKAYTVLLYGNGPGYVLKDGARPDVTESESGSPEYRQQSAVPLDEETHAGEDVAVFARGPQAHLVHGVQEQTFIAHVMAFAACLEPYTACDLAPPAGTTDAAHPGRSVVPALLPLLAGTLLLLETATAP
An asterisk follows results filed as active; x = not tested or not shown.

SMILES	CYP2C9 act	Pyk2 oligo antag	Mac1 fbg inh	CYP2C19 inh	MT1-MMP txn act	CYP2C19 activ	Mac1 fbg enh	CYP2C9 inhib	PLAP act
COCCOC(=O)C(C#N)c1nc2ccccc2nc1N1CCCC1 (centres undefined)	0.2	-1.2	-6	85*	0.9	0.2	-7	79*	0.9
Cc1ccc(-c2cc(-c3cccc(F)c3)n[nH]2)c(O)c1	0.3	-0.58	0	26	1.8	0.7	0	70*	1.5
Cc1nc2ccccc2c(=O)n1NS(C)(=O)=O	1.2	0.32	1	-23	1.2	1.2	-5	-18	1.2
Cc1cc(C)nc(SCc2nnc(SCc3ccccc3Cl)o2)n1	1.3	-1.8	-6	78*	1.2	0.2	0	-29	1.5
CC1(C)CC(=O)C(C(=O)/C=C/NCCc2ccccc2)C(=O)C1	0.3	0.29	13	3	1	1	-6	74*	1.3
CCOC(=O)N1CCN(C(=O)COc2ccc(S(=O)(=O)NCC(C)C)cc2C)CC1	0.4	0.37	12	18	1.2	0.8	4	62*	1.9
COc1cc(OC)cc(C(=O)N2CCN(Cc3ccccc3C(F)(F)F)CC2)c1	0.7	-1.3	6	78*	1	0.2	0	30	1.4
Cn1c(N)c(C(=O)COC(=O)C2(c3cccc(F)c3)CCCC2)c(=O)n(C)c1=O	0.6	-0.35	1	19	1	0.8	3	36	1.5
COC(=O)Nc1sc2c(c1C(=O)NC1CC1)CCCCCC2	0.8	-0.6	4	32	1.2	0.7	-2	21	1
O=C(COc1ccc(S(=O)(=O)N2CCOCC2)cc1)Nc1ccccc1C(F)(F)F	0.8	1.9	-39	9	1	0.9	2	16	1
Cc1ccccc1Nc1nnc(C)c(=O)[nH]1	1	0.53	-35	0	1.1	1	13	3	0.8
COC(=O)COc1ccc2occ(C(C)=O)c2c1	1	0.02	58	43	1	0.6	1	4	1.3
O=C(OC1CCN(c2ncc(C(F)(F)F)cc2Cl)CC1)c1ccc(Cl)cc1	0.8	0	-8	-4	x	1	8	19	1.1
COc1ccc(NC(=S)NNC(=O)C(C)n2nc(C)c([N+](=O)[O-])c2C)cc1 (centres undefined)	1	0.04	2	-7	x	1.1	-1	-2	2.3*
O=C(c1cccc(F)c1)N1CCN(C(=O)C2CC2)CC1	0.9	-0.73	6	42	0.9	0.6	4	13	1
Cc1cc(C)c2c(=O)[nH]c(SCC(=O)N3CCCCC3)nc2n1	0.8	-0.04	-18	4	1.1	1	-1	21	1
COc1ccc(NCC(=O)Nc2ccc(Cl)cc2C)c(OC)c1	0	0.51	-8	93*	1.1	0.1	0	99*	0.9
CN1CCN(C(=O)c2cc3nc(-c4ccccc4)cc(C(F)(F)F)n3n2)CC1	1.1	0.26	12	3	1.1	1	-5	-8	1.3
COCCn1nnnc1C(c1cc2cc(C)ccc2[nH]c1=O)N1CCCCCC1 (centres undefined)	1.1	0.07	3	8	1.2	0.9	0	-5	1.5
COC(=O)Nc1snnc1C	0.8	1.6	-2	9	1.2	0.9	-4	16	1
N#Cc1cc(N)c(Nc2ccccc2)cc1C#N	0.6	-2	3	23	1.1	0.8	-8	43	1
O=C(CSc1nc2cc3c(cc2c(=O)n1CCC1=CCCCC1)OCO3)NCc1ccco1	0.9	-1.3	-4	7	1	0.9	9	9	1
N#Cc1cc(-c2ccccc2)nn1-c1ccccc1	0.6	-0.08	-4	3	1.2	1	-4	36	0.8
COCCn1c(COc2ccc(Cl)cc2)nnc1SCC(N)=O	1	0.09	-6	-2	1.1	1	0	-4	0.9
CCOC(=O)N1CCN(C(=O)CCn2nc(-c3ccccc3)ccc2=O)CC1	1.1	x	5	-15	1.1	1.1	1	-12	1.3
CCc1ccccc1NC(=O)c1cc2sccc2n1C	1.1	x	7	25	1.2	0.7	0	-10	0.9
CN(C)CCN1C(=O)C(O)=C(C(=O)c2cc3ccccc3o2)C1c1cccc(Br)c1 (centres undefined)	0.8	0.32	x	1	0.9	1	x	17	1.4
O=C(O)Cn1c(SC2CCCCC2)nc2ccccc21	0.9	-0.28	-7	7	1.1	0.9	-2	13	1.1
CCCCOCCCNC(=O)c1ccc2c(c1)OCO2	1	0.87	-8	13	1.1	0.9	-1	4	1
O=C(NCCCN1CCOCC1)C1(c2ccccc2)CCOCC1	1.1	-0.48	-13	-10	1.2	1.1	1	-6	1.4
CCOC(=O)C1=C(c2ccccc2)NC(=O)NC1c1ccc(OCC#N)c(OC)c1 (centres undefined)	0.8	-0.86	-24	17	1.2	0.8	-1	16	1
N#Cc1c(N2CCN(C(=O)c3ccccc3)CC2)nc(-c2ccccc2)c2c1CCCC2	0.3	-2.4	13	62*	1.3	0.4	-6	72*	1.8
Cc1ccccc1-n1nnnc1-c1ccccc1	0.7	-0.9	-6	70*	1	0.3	2	27	1
O=C(COC(=O)c1ccccc1C(=O)N1CCN(c2ccccc2)CC1)Nc1ccc(F)cc1	0.1	0.24	-6	72*	1.2	0.3	-2	91*	1.5
COc1ccc2[nH]c(=O)c(CN(CCO)C(=O)c3ccccc3F)cc2c1	0.9	0.04	x	-2	1.1	1	x	6	1.1
CCOc1ccc(Nc2nc3ccccc3n3nnnc23)cc1	0.8	x	7	-17	x	1.2	-5	18	1
Cc1ccc(C(=O)C[n+]2cc(-c3ccccc3)n3c2CCCCC3)cc1	1.1	1.3	-6	0	x	1	-4	-12	0.9
Cc1ccc(C(=O)NC(NC(=O)c2ccc(C)cc2)C(Cl)Cl)cc1	0.6	-0.59	5	6	x	0.9	-4	44	0.8
CCOC(=O)c1ccc(-n2c(C)nc3c(cnn3-c3ccc(Cl)cc3)c2=O)cc1	1	0.48	39	-2	1	1	-2	1	1
CC(Sc1ncc(C#N)c(N)n1)C(=O)Nc1ccccc1 (centres undefined)	0.9	-0.28	-20	24	x	0.8	-2	6	0.9
O=C(/C=C/c1ccccc1)N/C(=C/c1ccccc1)C(=O)N1CCCCC1	0.9	-0.89	21	-12	x	1.1	-5	14	1.1
Nc1nc(N2CCOCC2)nc2ccccc12	1.1	0.4	3	3	1.2	1	-4	-9	1
CCOCCCn1c(=S)[nH]c2cc3c(cc2c1=O)OCO3	0.5	-0.13	4	68*	1.2	0.3	4	48	1.2
Cn1c(SCC(=O)NC(=O)NCc2ccco2)nnc1-c1ccccc1	0.9	0.66	-19	6	1	0.9	6	13	0.9
COc1ccc(C(=O)CSc2nnc(-c3ccco3)n2C)cc1	1	0.41	-6	25	1.2	0.8	-5	-5	0.8
Cc1cc(C)cc(N(CC(=O)NCc2ccco2)S(=O)(=O)c2c(C)noc2C)c1	0.3	x	-13	82*	1.1	0.2	-3	67*	1.1
Cc1c(N=Cc2ccco2)c(=O)n(-c2ccccc2)n1C	1.2	0.25	12	11	1.1	0.9	-2	-22	1.2
O=C(Cc1ccccc1)N/N=C/c1cc(Br)c(Br)o1	1	1	x	3	x	1	x	-2	0.8
COC(=O)CSc1nnc(CNC(=O)c2ccc(OC)cc2OC)n1C	0.9	2	-6	-1	1	1	-1	12	1
O=C(CSc1ccc(Cl)cc1Cl)N1CCC(c2nc3ccccc3s2)CC1	0.4	-0.23	x	55*	x	0.5	x	58*	1.3
The list goes on:
SMILES	CYP2C9 act	Pyk2 oligo antag	Mac1 fbg inh	CYP2C19 inh	MT1-MMP txn act	CYP2C19 activ	Mac1 fbg enh	CYP2C9 inhib	PLAP act
CCOC(=O)C1CCCN(c2cc(=O)n(-c3ccccc3Cl)c(=O)[nH]2)C1 (centres undefined)	1.2	x	-28	-23	1	1.2	0	-17	1.2
COc1ccc(C(=O)NC(=O)COC(=O)C2COc3ccccc3O2)cc1 (centres undefined)	0.7	0.4	-6	-14	1.1	1.1	-3	31	0.9
Cc1cccc(C=Nc2ccccc2C(N)=O)c1	0.9	0.09	-34	36	1	0.6	-2	9	0.9
CCOC(=O)c1c(NC(=O)c2cccs2)sc(C)c1C	1.1	-0.48	8	-10	1	1.1	-8	-8	1.1
Nc1ncnc2nc(N3CCN(C(=O)c4ccccc4)CC3)[nH]c12	0.8	-0.12	-14	31	1.1	0.7	-2	21	0.9
COc1ccc(S(=O)(=O)NCc2ccc(C)cc2)cc1	1.8	-0.36	5	99*	1.1	0	-3	-75	0.7
COc1ccc(-c2noc(-c3ccccc3C(=O)Nc3cccc(OC)c3)n2)cc1	0.7	-2.8	-15	11	1.1	0.9	1	29	0.8
CCC1(CC)C(=O)N=C2c3ccccc3C(=O)N21	1.1	0.69	-3	4	1.1	1	-2	-13	1.1
COc1ccccc1NC(=O)Cn1cc(C#N)c2ccccc21	0.7	-0.53	2	36	1	0.6	2	34	1
Cc1ccc(-c2ccc(=O)n(CC(=O)NCCCN3CCCCC3C)n2)cc1 (centres undefined)	1.1	0.1	-16	-18	1	1.2	1	-9	1.3
CC(C)(C)NC(=O)c1nc2ccccc2s1	1	-0.16	22	-6	1.1	1.1	-2	0	1.2
Cc1noc(C(=O)N2CC3(C)CC2CC(C)(C)C3)c1Cl (centres undefined)	0.7	x	-16	82*	1.1	0.2	1	35	1.2
COc1cccc(/C(O)=C2/C(=O)C(=O)N(CCN3CCOCC3)C2c2cccnc2)c1 (centres undefined)	1.1	-0.21	6	10	1	0.9	7	-12	1
CC(=O)Nc1cccc(-c2csc(Nc3ccccn3)n2)c1	0.7	-1.3	x	1	x	1	x	34	1.3
Cc1cc(NC(=O)CCCS(=O)(=O)c2nc(-c3cccs3)cc(C(F)(F)F)n2)no1	0.9	-0.09	1	15	1.3	0.8	2	5	1
CN(C)C(=O)COc1ccc2cc(-c3ccccc3)c(=O)oc2c1	0.9	-0.03	x	17	1.4	0.8	x	14	0.9
COc1ccc(-c2n[nH]c(C)c2-c2ccc(Cl)cc2)c(O)c1OC	1.2	-2.4	-11	-10	1.1	1.1	14	-22	1.2
O=C1c2ccccc2S(=O)(=O)N1Cc1cc(=O)n2ccsc2n1	0.9	-0.14	-3	6	1.1	0.9	-3	5	1.1
CCCn1c(SCC(=O)Nc2nnc(-c3ccccc3)s2)nnc1-c1ccccn1	0.3	-0.12	21	73*	1.3	0.3	-2	71*	0.8
Cc1ccc(S(=O)(=O)N[C@H](C(=O)N2CCC3(O)CCCCC3C2)c2ccccc2)cc1 (some centres undefined)	0.9	-1.3	x	24	1.1	0.8	x	11	1.2
O=C(Nc1cccc2ncccc12)c1cccnc1	1.3	1	-20	-7	1.1	1.1	0	-26	1.2
CS(=O)(=O)N(CC(=O)Nc1ccccc1C(=O)N1CCOCC1)c1ccc2c(c1)OCO2	1.1	-0.17	-8	8	1	0.9	-4	-8	0.9
Cc1cccc(NCCNc2cccc(C)c2)c1	0.9	0.13	x	47	1.3	0.5	x	6	1
CN1CCN(CCNC(=O)c2cc3c(=O)n(C)c4ccccc4c3n2C)CC1	0.9	x	-7	9	1	0.9	-2	5	1.3
CC1CCCN(CCCNC(=O)CCn2nc(-c3ccccc3)ccc2=O)C1 (centres undefined)	0.1	x	-10	-4	1.3	1	2	87*	1.5

Molecules shown so far with a CF3 group, in the order listed:
SMILES	CYP2C9 act	Pyk2 oligo antag	Mac1 fbg inh	CYP2C19 inh	MT1-MMP txn act	CYP2C19 activ	Mac1 fbg enh	CYP2C9 inhib	PLAP act
COc1cc(OC)cc(C(=O)N2CCN(Cc3ccccc3C(F)(F)F)CC2)c1	0.7	-1.3	6	78*	1	0.2	0	30	1.4
O=C(COc1ccc(S(=O)(=O)N2CCOCC2)cc1)Nc1ccccc1C(F)(F)F	0.8	1.9	-39	9	1	0.9	2	16	1
O=C(OC1CCN(c2ncc(C(F)(F)F)cc2Cl)CC1)c1ccc(Cl)cc1	0.8	0	-8	-4	x	1	8	19	1.1
CN1CCN(C(=O)c2cc3nc(-c4ccccc4)cc(C(F)(F)F)n3n2)CC1	1.1	0.26	12	3	1.1	1	-5	-8	1.3
Cc1cc(NC(=O)CCCS(=O)(=O)c2nc(-c3cccs3)cc(C(F)(F)F)n2)no1	0.9	-0.09	1	15	1.3	0.8	2	5	1
